# Screening results (PubChem BioAssay)
# 14-3-3 PPI = alters human 14-3-3 gamma binding to Raf peptide; inhibition, % at 40 µM; 160,000 compounds, 0.19% hits; FP, 14-3-3gamma / TMR-pS259-Raf peptide binding; P61981; in the data active = inhibition above about 30%;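 note: 0% = protein plus tracer without compound and 100% = blank with tracer alone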
# Target sequence (P61981 whole entry, looked up): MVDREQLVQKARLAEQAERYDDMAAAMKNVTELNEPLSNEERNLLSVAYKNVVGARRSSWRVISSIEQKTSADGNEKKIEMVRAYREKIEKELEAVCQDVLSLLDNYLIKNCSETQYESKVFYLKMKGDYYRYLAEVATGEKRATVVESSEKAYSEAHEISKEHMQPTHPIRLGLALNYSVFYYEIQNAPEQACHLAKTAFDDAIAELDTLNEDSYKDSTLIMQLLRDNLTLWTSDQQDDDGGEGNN
# Starred values were filed as active, the others as inactive; & = joins results of further samples. Only part of the results is shown. The share of hits here may be higher or lower than overall.
SMILES,14-3-3 PPI
Cc1cc(NC(=O)CSc2nc(-c3ccccc3)cs2)no1,-2.3
C1CN(c2nc3nonc3nc2N2CCOCC2)CCO1,-0.5
COc1cc2nc(SCC(=O)NCc3ccccc3Cl)n3nc(C)nc3c2cc1OC,-2.4
CC(C)c1ccc(S(=O)(=O)Nc2ccc3oc4c(c3c2)C(=O)CCC4)cc1,-12.7
COc1ccc(-c2noc(CCC(=O)NC3CCCCC3)n2)cc1OC,3.6
CCOC(=O)C1CCN(C(=O)CSC2=NCCS2)CC1,-12.7
COc1ccc(OCC(=O)c2c(O)c3ccccc3oc2=O)cc1,-9.6
Cc1cc(=O)oc2cc(OCC(=O)OCN3C(=O)c4ccccc4C3=O)ccc12,-51.3
O=S(=O)(NCCN1CCN(S(=O)(=O)c2ccc(F)cc2)CC1)c1ccc(F)cc1,-4.5
COc1ccc(-c2cc(C(=O)Nc3cc(OC)c(OC)c(OC)c3)no2)cc1OC,1.6&-7.8
CCN1CCCC1CNC(=O)CSCc1nc(-c2ccccc2C)oc1C (stereo not drawn),-1.2
Cc1cccc(CN2CCC(CNC(=O)C3CCCN(S(=O)(=O)c4cnc[nH]4)C3)CC2)c1 (stereo not drawn),-18.7
CCOc1cc2[nH]c(=S)n(CCOC)c(=O)c2cc1OCC,-2.7
COc1ccccc1CNC(=O)CCS(=O)(=O)Cc1ccc(Cl)cc1,-5.5
CCn1c(CNC(=O)c2cccs2)nnc1SCC(=O)NCCc1ccccc1,-7.5
O=C(O)Cn1c(=O)c(Cc2cccc([N+](=O)[O-])c2)nc2ccccc21,-2.6
O=C(O)c1ccccc1OCCOCCOc1ccccc1C(=O)O,-6.3
O=[N+]([O-])c1ccc(N2CCN(CCO)CC2)cc1NCc1ccc(Cl)cc1,-1.4
Cc1cc(C)n(C(=O)CCC(=O)O)n1,7.4
CCC(=O)N1C(C(=O)N2CCCC2)CSC1c1ccc(OC)cc1 (stereo not drawn),-2.0
CC1CN(Cc2cn3c(-c4cccc(Br)c4)nnc3s2)CC(C)O1 (stereo not drawn),7.9
COc1cc(NC(=O)C2CCN(S(=O)(=O)c3c(C)n[nH]c3C)CC2)cc(OC)c1,-7.5
CCOc1ccc(-n2nc3ccc(NC(=O)c4ccccc4F)cc3n2)cc1,5.5
COc1ccccc1C1/C(=C(/O)c2ccccc2)C(=O)C(=O)N1CC(C)C (stereo not drawn),1.8
Cc1cc(N2CCC(C)CC2)nc2ccc(NC(=O)c3ccccc3[N+](=O)[O-])cc12,-4.7
Cc1ccc2c(c1)C(=Cc1ccccc1)c1cccnc1-2,-6.0
COCCNC(=O)CSc1nc2ccccc2c(=O)n1Cc1ccco1,1.2
COc1cccc(C2C3=C(Nc4ncnn42)c2ccccc2OC3c2ccccc2F)c1 (stereo not drawn),-19.9
COc1ccc(Nc2nc(CC(C)=O)ns2)cc1OC,-3.4
NC(=O)C1CC12c1ccccc1-c1ccccc12 (stereo not drawn),0.2
CCOC(=O)c1cccc(NC(=O)CCN2C(=O)c3ccccc3C2=O)c1,5.8
CC(=O)NC1CC2CCC(C1)N2Cc1ccc(C)cc1 (stereo not drawn),4.2
CC1=NN(C(=O)c2c(Br)c(C)nn2C)C(O)(C(F)(F)F)C1 (stereo not drawn),2.8
Cc1nc(C)c(-c2csc(Nc3cccnc3)n2)s1,7.4
CCOC(=O)c1c(NC(=O)CC23CC4CC(CC(Br)(C4)C2)C3)sc2c1CCCC2,5.5
COc1ccc(C2=NC(c3ccccc3C)NC(c3ccccc3O)C2)cc1 (stereo not drawn),6.3
CC(=O)Oc1ccc2c3c(c(=O)oc2c1)CCC3,1.2
CCOC(=O)N1CCC(N2Cc3cccc(C(=O)NCC4CCN(CC(C)C)C4)c3C2=O)CC1 (stereo not drawn),-102.5
Cc1nc(Nc2ccc3c(c2)OCCO3)c2nnn(Cc3ccccc3Cl)c2n1,-12.7
CCc1ccc2oc(-c3ccc(C)c(NC(=O)c4ccc(F)cc4)c3)nc2c1,-52.6
Cc1ccc(OCC(=O)NCc2ccco2)cc1C,-5.8
Cn1c(=O)c2c(nc(Br)n2CCSc2ncccn2)n(C)c1=O,4.8
CC12CC(NC(=O)N1Cc1ccccc1)c1ccccc1O2 (stereo not drawn),-6.0
c1ccc2c(c1)nc(N1CCOCC1)c1c3ccccc3[nH]c21,-4.2
O=c1cc(CN2CCN(c3ccccc3)CC2)c2cc(O)c(-c3ccccc3)cc2o1,-3.2
CCn1c(=O)c(C(=O)Nc2ccccc2C)c(O)c2ccccc21,0.5
O=C(CSc1nc2cc3c(cc2c(=O)n1CCC(=O)N1CCN(c2ccccc2)CC1)OCO3)c1ccc(Cl)cc1,-36.4
CCn1cc(C(=O)N2CCN(c3ccc([N+](=O)[O-])cc3)CC2)c2cc(OC)c(OC)cc2c1=O,-11.9
Cc1c(CN2CCC(C)CC2)c(=O)n(-c2ccccc2)n1C,-6.8
CC1=C([N+](=O)[O-])C(c2ccccc2Cl)N(C)C(=O)N1C (stereo not drawn),0.5
COc1ccc(Cn2c(=S)[nH]c3cc(C(=O)N(C)Cc4ccccc4)ccc3c2=O)cc1,21.0
CCN(CC)CCNc1nc2c(c(=O)[nH]c(=O)n2C)n1CC(O)COc1ccc(Cl)cc1Cl (stereo not drawn),1.8
CCOC(=O)c1c(NC(=O)c2cc([N+](=O)[O-])ccc2Cl)sc(C)c1C,-7.9
CC(=O)N1CCc2cc(S(=O)(=O)NC(C(=O)NCc3cccs3)C(C)C)ccc21 (stereo not drawn),-9.5
COc1cccc(C2CC(=O)C3=C(C2)Nc2ccccc2NC3c2cc3c(cc2Br)OCO3)c1 (stereo not drawn),-5.2
COc1ccc(C2(C(=O)O)CCCC2)cc1,1.3&-2.1
O=C(CCN1C(=O)c2cccc([N+](=O)[O-])c2C1=O)Nc1ccc(Br)cc1,6.9
CC1CC(C)CN(CCCNC(=O)C2CCCN(S(=O)(=O)N3CC(C)CC(C)C3)C2)C1 (stereo not drawn),5.2
CC1CN(C(=O)c2ccccc2)OC(c2ccc3c(c2)OCO3)O1 (stereo not drawn),5.6
Cc1ccc(-c2nnc(CSc3nncn3N)o2)cc1,-9.1

# (cont.)
SMILES,14-3-3 PPI
Nc1cccc2c1C(=O)N(c1ccccc1O)C2=O,-6.1
COc1ccc(OCC(=O)NCCC23CC4CC(CC(C4)C2)C3)cc1,-3.6
COc1cc2c(cc1OC)C(COc1ccc([N+](=O)[O-])cc1)N(C(=O)C(C)Oc1ccccc1)CC2 (stereo not drawn),-2.7
CCOc1ccccc1N/C=C/C(=O)C(C)(C)C,-2.8
O=c1[nH]c2ccc(Cl)cc2c(-c2ccccc2)c1CN1CCCCC1,-9.0
O=C(CSc1nnc(CNC(=O)c2ccco2)o1)Nc1cccc(C(F)(F)F)c1,-5.6
CC12CC(NC(=S)N1c1cccc(Br)c1)c1ccccc1O2 (stereo not drawn),0.0
Cc1ccc(N2C(=O)CSC2c2cccc(Br)c2)cc1 (stereo not drawn),-0.7
O=C(Nc1nc(-c2ccccn2)cs1)c1ccc(N2C(=O)CCC2=O)cc1,-17.0
COc1ccc(Nc2ncc(C(=O)N3CCCCCC3)c3ccccc23)cc1,-20.2
CC1CCc2nn(CC(=O)NCc3ccc(F)cc3)cc2C1 (stereo not drawn),2.6
N#Cc1c(-n2ncnc2-c2cccc(Br)c2)sc2c1CCCCC2,-3.8
CCN(CC)c1ncnc2sc(C(=O)Nc3ccccc3F)c(C)c12,-2.1
COc1ccc(-n2nc(C(=O)NCC(=O)Nc3cc(C)c(Cl)cc3OC)c3ccccc3c2=O)cc1Cl,-108.2
COc1ccccc1C(=O)N1CCN(C(=O)COc2cccc(C)c2)CC1,-9.6
Oc1c(Br)cc(CN2CCOCC2)c2cccnc12,12.2
CCCOC(=O)Nc1ccccc1C(N)=O,-2.2
O=C(Nc1ccccc1Cl)c1ccc2c(c1)N(Cc1ccc(F)cc1)C(=O)CS2=O (stereo not drawn),-4.0
CCNC(=O)NC(=O)COC(=O)c1ccccc1SCC(=O)NC(=O)NCC,-16.4
C=CCN(c1ccccc1)S(=O)(=O)c1ccc2nc(-c3ccccc3)[nH]c2c1,-34.0
N=c1c(C(=O)NC2CCCC2)cc2c(=O)n3ccccc3nc2n1C1CCCC1,-8.2&-7.5
Cc1ccc(C2=NC(CC(C)C)NC(c3ccccc3O)C2)cc1 (stereo not drawn),3.8
CCOCCCNC(=O)c1ccc2c(c1)N=C(CC)c1cc(Cl)ccc1S2,-8.7
Cc1oc2cc(OCC#N)ccc2c(=O)c1-c1ccc2c(c1)OCCCO2,2.8
Cc1ccc(-c2nc(NCCc3ccccc3Cl)c3ccccc3n2)cc1,-5.6
CCOc1ccc(C2C(=O)N(C3CCCCC3)CC(=O)N2Cc2cccc(OC)c2)cc1OC (stereo not drawn),-4.3
CCCS(=O)(=O)C(=C1NCCO1)S(=O)(=O)CCC,-5.2
Cc1nnc(C)n1/N=C/C=C/c1ccccc1,-8.3
O=C(CCn1nc(-c2ccccc2)c2ccccc2c1=O)NCc1cccnc1,-4.4
COc1cc2c(C#N)c(N3CCOCC3)nc(N)c2c(N)n1,-5.4

# Some of the entries so far, with the structure last:
14-3-3 PPI | SMILES
-34.0 | C=CCN(c1ccccc1)S(=O)(=O)c1ccc2nc(-c3ccccc3)[nH]c2c1
-2.2 | CCCOC(=O)Nc1ccccc1C(N)=O
-8.2&-7.5 | N=c1c(C(=O)NC2CCCC2)cc2c(=O)n3ccccc3nc2n1C1CCCC1
-4.0 | O=C(Nc1ccccc1Cl)c1ccc2c(c1)N(Cc1ccc(F)cc1)C(=O)CS2=O (stereo not drawn)

# Pulled one by one from above, two records:
SMILES,14-3-3 PPI
O=C(CCN1C(=O)c2cccc([N+](=O)[O-])c2C1=O)Nc1ccc(Br)cc1,6.9
CCOC(=O)N1CCC(N2Cc3cccc(C(=O)NCC4CCN(CC(C)C)C4)c3C2=O)CC1 (stereo not drawn),-102.5

# New compounds follow:
SMILES,14-3-3 PPI
Cc1ccc(Cl)cc1N1CCN(C(=O)c2cn(C)c3ccc(S(=O)(=O)N4CCOCC4)cc3c2=O)CC1,-8.5
c1ccc2c(c1)nc1n2C2(N3CCOCC3)CCCC2C1N1CCOCC1 (stereo not drawn),4.2
C=CCn1c(SCC(N)=O)nnc1-c1cc(Br)ccc1O,-5.5
COc1cccc(C2NC(C(=O)O)CS2)c1O (stereo not drawn),2.6
COC(=O)c1c(C)oc2ccc(NS(=O)(=O)c3cc([N+](=O)[O-])ccc3C)cc12,-5.0
CCOC(=O)c1ccc(NC(=O)CCS(=O)(=O)c2ccc(Cl)cc2)cc1,-7.0
Cc1ccc(NC(=O)C2(C)CC2(Cl)Cl)nc1 (stereo not drawn),-5.5
CN1CCCC(OC(=O)c2ccco2)C1 (stereo not drawn),0.2
CCOc1ccc(NC(=O)c2cccc(Cl)c2)c([N+](=O)[O-])c1,4.7
O=C(Nc1ccc(-c2csc(-c3ccccc3)n2)cc1)c1ccc(Br)cc1,9.1
COc1ccc(C)cc1NC(=O)c1sc2ncnc(N3CCCCC3C)c2c1C (stereo not drawn),-6.9
COc1ccc(-c2cc(C(=O)Nc3cccc(Cl)c3C)no2)cc1OC,-0.6
CCc1ccc(C2=CC(c3cccc(Br)c3)n3nnnc3N2)cc1 (stereo not drawn),-14.9
Cc1ccccc1Cn1c(=O)n(CC2CCC(C(=O)NC3CCCC3)CC2)c(=O)c2ccccc21 (stereo not drawn),-2.3
COc1ccc(C2C3=C(Nc4ncnn42)c2ccccc2OC3c2ccc(OC)c(Br)c2)cc1 (stereo not drawn),-2.4
NC(CSCc1cccc(Br)c1)C(=O)O (stereo not drawn),-14.9
CCOC(=O)c1ccccc1NC(=O)CCOc1ccccc1,2.6
O=C(NCc1ccc(F)cc1)c1ccc2c(c1)N(Cc1ccccc1)C(=O)c1ccccc1S2,4.3
CCOC(=O)NC(Nc1ccc(S(N)(=O)=O)cc1)(C(=O)OCC)C(F)(F)F (stereo not drawn),-4.3
Clc1ccc(C(c2nnnn2C2CCCCC2)N(Cc2cccnc2)Cc2ccco2)cc1 (stereo not drawn),-6.2
CC(C)(CO)NC(=O)c1cccc(S(=O)(=O)N2CCOCC2)c1,-4.8
C=CCNC(=O)c1c(O)c2c([nH]c1=O)CCCC2,0.7
COC(=O)Cn1ncn2cccc2c1=O,-5.9
COc1ccccc1-c1noc(CCC(=O)Nc2ccccc2Cl)n1,2.4
O=C(CC1SCCNC1=O)Nc1cc(Cl)cc(Cl)c1 (stereo not drawn),-6.8
CC(=O)Oc1ccc2cc(-c3nc(-c4ccc([N+](=O)[O-])cc4)cs3)c(=O)oc2c1,-36.9
O=C(c1nn2c(c1Cl)NC(c1ccc(Br)cc1)CC2C(F)(F)F)N1CCN2CCCC2C1 (stereo not drawn),5.9
Cc1ccc(S(=O)(=O)Nc2ccc(Cl)cc2C(=O)c2ccccc2)cc1[N+](=O)[O-],2.9
COc1nccnc1NS(=O)(=O)c1ccc(NC(=O)c2cc3c(ccc4ccccc43)oc2=O)cc1,-4.1
O=S(=O)(Nc1ccc2c(c1)oc1ccccc12)N1CCCC1,-11.4
Cc1sc2nc3ccc(C(=O)N(C)Cc4ccccc4)cn3c(=O)c2c1C,-16.3
COc1ccc(CC(=O)Nc2ccc(-c3nnc(-c4ccccc4)o3)cc2)cc1OC,1.4
Cc1ccc(C2=NN(CC(=O)N3CCN(c4cc(Cl)ccc4C)CC3)C(=O)CC2)cc1,-13.3
COc1ccc(CCNS(=O)(=O)c2ccc3[nH]c(=O)sc3c2)cc1OC,-2.5
COc1cc(-n2cnnn2)ccc1S(=O)(=O)N1CCOCC1,-4.8
O=c1c2c(nc(SC(c3ccccc3)c3ccccc3)n1-c1ccc(F)cc1)CCS2,-23.7
COc1ccc(C=Cc2cc(C(F)(F)F)[nH]n2)cc1,-5.5
COc1ccc(OC)c(NS(=O)(=O)c2ccc3c(c2)CCCN3C(C)=O)c1,-53.6
Cc1cn(S(=O)(=O)c2ccc(Br)c3ccccc23)cn1,4.8
CCc1ccccc1NC(=O)C(=O)NCCc1ccccc1Cl,5.6
CCOC(=O)c1[nH]cnc1C(=O)NC1CCCCC1,-9.4

# An excerpt from above in order of SMILES length, largest number first.
SMILES,14-3-3 PPI
COc1ccc(OC)c(NS(=O)(=O)c2ccc3c(c2)CCCN3C(C)=O)c1,-53.6
COc1ccc(CCNS(=O)(=O)c2ccc3[nH]c(=O)sc3c2)cc1OC,-2.5
CC12CC(NC(=O)N1Cc1ccccc1)c1ccccc1O2 (stereo not drawn),-6.0
Cc1nc(C)c(-c2csc(Nc3cccnc3)n2)s1,7.4
